TWEAK-Fn14 inh = inhibitors of TWEAK-Fn14 interaction signaling | TWEAK-stimulated Fn14 reporter cells, luciferase luminescence, 8 h | inhibition, % at 10 µM | 360,000 compounds, 2% hits; in the data active = inhibition above about 50%
NR2E3 ag-1 = human photoreceptor-specific nuclear receptor agonism | Q9Y5X4 | CHO-S Gal4-NCOR/VP16-NR2E3 two-hybrid, luciferase | 360,000 compounds, 0.35% hits | inhibition of corepressor binding, % at 3.98 µM | AID 602229;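 active = inhibition above the mean of all tested compounds plus 3 SD, cut at about 70% in these data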;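 note: 0% = DMSO with NR2E3 transfected cells and 100% = cells lacking NR2E3 construct; higher means lower luciferase signal from less NR2E3 corepressor binding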
Target sequence (Q9Y5X4 whole entry, looked up, the tested form may be a part): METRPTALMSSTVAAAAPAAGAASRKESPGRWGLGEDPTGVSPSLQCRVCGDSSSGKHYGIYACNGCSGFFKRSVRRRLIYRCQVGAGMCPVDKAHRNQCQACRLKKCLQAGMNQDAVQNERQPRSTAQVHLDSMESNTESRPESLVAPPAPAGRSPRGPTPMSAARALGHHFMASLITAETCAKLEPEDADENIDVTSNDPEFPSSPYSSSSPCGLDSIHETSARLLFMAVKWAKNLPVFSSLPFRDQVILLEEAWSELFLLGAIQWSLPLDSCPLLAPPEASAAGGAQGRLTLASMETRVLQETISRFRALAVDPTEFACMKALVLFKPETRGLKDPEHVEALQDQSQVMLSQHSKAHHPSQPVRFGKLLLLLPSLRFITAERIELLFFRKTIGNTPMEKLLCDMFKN
CF NFkB inh = blocks PAF-induced NF-kB reporter in cystic fibrosis cells | 360,000 compounds, 0.86% hits | inhibition, % at 5 µM | KKLEB NF-kB-GFP reporter, GFP fluorescence overnight | AID 588850;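 active = at least 50% inhibition at 5 µM, scaled per plate between neutral and stimulator controls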;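 note: PAF is a Pseudomonas aeruginosa culture filtrate used as stimulus; plate controls were PAF-stimulated DMSO wells for no effect and unstimulated DMSO wells for full effect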
hiPSC survival = increases survival of single human iPS cells; hiPSC single-cell survival, ATPlite luminescence; 100% = ROCK inhibitor wells, 0% = DMSO; survival enhancement, % at 20 µM; 360,000 compounds, 0.044% hits; AID 602274; in the data active = survival enhancement above about 18%;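 note: cells exposed to compounds for 16 hours before the ATP read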
TRPM1 prom inh = inhibitors of MITF-driven TRPM1 promoter in melanoma cells; SK-MEL-5 TRPM1 promoter luciferase, 24 h; inhibition, % at 12.5 µM; 330,000 compounds, 0.83% hits;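 active = mean inhibition across replicates of 60% or more, whatever share of single replicates reaches that level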; note: values of inactives mirror those of a sister screen read the other way
NR2E3 ag-2 = NR2E3 (human) agonism | GST-NR2E3/biotin-RetCOR TR-FRET, 1536-well | inhibition of corepressor binding, % at 4.78 µM | 320,000 compounds, 0.12% hits | AID 2300;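 active = percent inhibition above the cutoff of mean plus 3 SD of all tested compounds, set per screening campaign, cut at about 20% in these data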;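 note: 0% = DMSO wells and 100% = biotin wells as full block of FRET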
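Test system – NR2E3–RetCOR corepressor complex · Quantity – NR2E3 fusion 1.35 nM · Buffer or medium – Tris pH 7.5 · Incubation – Compound–protein incubation for 5 h at 4 °C · Technique – TR-FRET, Eu(K)-anti-GST donor, streptavidin-D2 acceptor, ex 340, em 617/671 nm · Evaluation – percent inhibition of 671/617 nm emission ratio versus biotin and DMSO controls · Plate – 1536-well format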
KKLEB cytotox = CF airway cell cytotoxicity counter-screen. 360,000 compounds, 0.36% hits. activity change (cytotoxicity), % at 5 µM. KKLEB CF airway cells viability, ATPlite luminescence, overnight; hits give low values; cells stimulated with P. aeruginosa culture filtrate;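 active = corrected activity change at or below -50% at 5 µM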
Peg3 promoter = inhibitors of Peg3 promoter | inhibition, % at 20 µM | HeLa PEG-Prom luciferase reporter, luminescence, overnight | 360,000 compounds, 1.7% hits;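 active = inhibition of at least 50% at 20 µM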
Shn3 3UTR inh = reduces Shn3 3'UTR luciferase signal in osteoblasts; 360,000 compounds, 0.52% hits; Clone20 osteoblast Shn3 3'UTR firefly luciferase, 24 h; AID 588674; inhibition, % at 12.5 µM;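 active = mean inhibition of at least 75% with every replicate also reaching 75%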;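 note: 0% = median of neutral control wells and 100% = pilot-screen positive control compound; some compounds past the cut are filed as inactive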
HIF-2a block = inhibitors of HIF-2a | 786-0 RCC cells HIF-2a reporter, luciferase luminescence, overnight | 360,000 compounds, 0.72% hits | inhibition, % at 18.8 µM;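 active = inhibition of the luminescence signal of 40% or more relative to plate controls, in a single-dose primary screen at 18.75 µM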
aDG glyco up = increases alpha dystroglycan glycosylation. 360,000 compounds, 0.22% hits. AID 624168. activation, % at 10 µM. Pro5-aDG cells, alpha-DG glycosylation AlphaScreen (IIH6); 0% Pro5, 100% B10-LARGE cell signal;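 active = activation of at least 8% versus controls, or a plate z-score of at least 8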;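 note: Pro5 are CHO cells carrying HIG-tagged alpha-DG that lacks glycosylation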
* marks the source's active call; other numbers are inactive results; · = not tested or not shown.

SMILES | TWEAK-Fn14 inh | NR2E3 ag-1 | CF NFkB inh | hiPSC survival | TRPM1 prom inh | NR2E3 ag-2 | KKLEB cytotox | Peg3 promoter | Shn3 3UTR inh | HIF-2a block | aDG glyco up
CN(C)c1ccc(C2OC(=O)C(C)(C)C(=O)C2(C)C)cc1 (stereo not given) | 18 | 0 | 10 | 0.3 | 7 | -1 | -6 | -1 | 8 | 12 | -0.4
CC(=O)Nc1ccc(S(=O)(=O)NNC(=S)NCC2CCCO2)cc1 (stereo not given) | 9 | 13 | 6 | 0.0 | 5 | 1 | 8 | 5 | 11 | 8 | -0.2
O=C1CSC(c2ccc([N+](=O)[O-])cc2)N1c1ccccc1 (stereo not given) | 2 | -20 | 11 | 0.0 | -3 | -2 | 12 | 15 | -5 | 12 | -0.1
COc1ccc(N(C(=O)CCl)C(C(=O)NCCc2ccccc2)c2cccs2)cc1 (stereo not given) | 60* | 11 | 90* | -3.3 | 88* | 1 | -92* | 105* | 96* | 96* | -0.7
COc1ccc(N(C(=O)Cn2nnc3ccccc32)C(C(=O)NCc2ccco2)c2cccnc2)cc1 (stereo not given) | 11 | -9 | 2 | 2.1 | 1 | 1 | -2 | -3 | 12 | -1 | 0.0
COc1ccc(C(=O)Nn2cnc3ccccc3c2=O)c(OC)c1 | -11 | -98 | 6 | -1.1 | -48 | -4 | -12 | -239 | -60 | -192 | -0.2
CN(C)S(=O)(=O)Nc1ccccn1 | -18 | 18 | -25 | -0.6 | -6 | 3 | 8 | 4 | 3 | 8 | -0.1
CCn1c2ccccc2c2nnc(SCC(=O)OCN3C(=O)c4ccccc4C3=O)nc21 | -10 | -4 | -3 | 3.6 | -8 | -1 | 5 | 16 | 6 | 12 | 0.2
CC(=O)c1cccc(NC(=O)Nc2ccc3c(c2)CCC3)c1 | -17 | -65 | -3 | -0.3 | -93 | 1 | -2 | -202 | -29 | -220 | 0.0
CCOc1cnn(Cc2ccccc2)c(=O)c1SCc1ccccc1 | 15 | 21 | 22 | -1.3 | 1 | -19 | -7 | 18 | -22 | 19 | 0.0
C=C(C)CSc1nnc(-c2cccc(Cl)c2)n1N | -16 | -52 | 8 | 2.3 | -34 | 2 | -3 | -130 | 21 | -147 | -0.2
COc1ccc(C2C(C(=O)c3ccco3)=C(O)C(=O)N2c2nnc(C)s2)cc1 (stereo not given) | -16 | -31 | -2 | 0.4 | -19 | 6 | 15 | -90 | -22 | -98 | -0.1
Cc1nc(NC(=O)C2CC2)sc1C(=O)Nc1ccc(Br)cc1 | -6 | 16 | 9 | 0.7 | 2 | 3 | -2 | 4 | 7 | 9 | 0.1
Cc1cc(=O)oc2cc(OC(C)C(=O)NC3(C#N)CCCCC3)ccc12 (stereo not given) | 1 | -16 | 5 | -2.6 | 4 | 0 | 3 | 3 | -4 | 5 | 0.0
COc1ccc(/C=N/Nc2cc(=O)n(C)c(=O)n2C)cc1OC | 3 | -1 | -20 | 0.4 | -15 | -2 | 15 | 9 | -6 | 1 | -0.1
O=C(N/N=C/c1c[nH]c2ccccc12)c1ccc(Br)cc1 | 10 | -19 | 6 | 1.3 | -46 | 4 | 11 | -155 | -35 | -180 | 0.0
CSc1ncccc1C(=O)OCC(=O)c1cc2ccccc2o1 | 5 | -1 | -2 | 0.8 | 16 | 2 | 1 | -11 | -3 | -4 | 0.1
COc1ccc2nc(SCC(=O)NC(C)(C)C)[nH]c2c1 | 4 | -17 | 7 | -0.2 | -8 | 3 | 0 | -25 | -8 | -61 | -0.3
Cc1cc(NC(=O)COC(=O)c2c(C)noc2C)ccc1Br | -29 | -32 | 0 | -0.5 | -1 | 0 | 3 | -23 | -17 | -38 | 0.1
CCC(=O)NC(C)c1cc(Cl)c2ccccc2c1O (stereo not given) | 0 | -30 | -5 | -2.6 | -10 | 0 | -7 | 3 | -35 | -4 | 0.1
Cc1ccc2nc(-c3ccccc3N)[nH]c2c1 | 36 | -163 | -13 | -1.1 | -16 | 5 | -2 | -213 | -26 | -182 | 0.0
CCCNC(=O)C1(C)CCCN(Cc2c(F)cccc2F)C1 (stereo not given) | 18 | -7 | -15 | -0.7 | · | · | 11 | -9 | -2 | -1 | -0.1
CCn1c(=O)c(C)nn2c3ccccc3nc12 | 4 | -11 | -11 | 0.9 | 5 | 0 | 6 | -7 | -2 | 15 | -0.1
CNC(=O)CN(c1ccc(C(C)C)cc1)S(C)(=O)=O | -13 | 2 | 12 | -0.6 | 4 | 4 | 0 | 10 | 22 | 21 | 0.2
Cc1ccc(C2C(C#N)=C3N=C(N)c4ccccc4N3C3=C2C(=O)CCC3)cc1 (stereo not given) | -4 | -6 | 22 | 0.8 | -2 | 0 | -13 | 14 | -122 | 35 | -0.1

For reference, some entries already given:
SMILES | TWEAK-Fn14 inh | NR2E3 ag-1 | CF NFkB inh | hiPSC survival | TRPM1 prom inh | NR2E3 ag-2 | KKLEB cytotox | Peg3 promoter | Shn3 3UTR inh | HIF-2a block | aDG glyco up
CN(C)c1ccc(C2OC(=O)C(C)(C)C(=O)C2(C)C)cc1 (stereo not given) | 18 | 0 | 10 | 0.3 | 7 | -1 | -6 | -1 | 8 | 12 | -0.4
CC(=O)Nc1ccc(S(=O)(=O)NNC(=S)NCC2CCCO2)cc1 (stereo not given) | 9 | 13 | 6 | 0.0 | 5 | 1 | 8 | 5 | 11 | 8 | -0.2

(continued)
SMILES | TWEAK-Fn14 inh | NR2E3 ag-1 | CF NFkB inh | hiPSC survival | TRPM1 prom inh | NR2E3 ag-2 | KKLEB cytotox | Peg3 promoter | Shn3 3UTR inh | HIF-2a block | aDG glyco up
CCCC(=O)Nc1nc2c(s1)COc1ccccc1-2 | -4 | -53 | -28 | -2.7 | -6 | -1 | 1 | -47 | -24 | -75 | -0.2
O=C(Nc1ccc(N2CCCC2)c(Cl)c1)c1ccco1 | -18 | -175 | -26 | -4.7 | -41 | -4 | 2 | -147 | -14 | -194 | -0.3
O=C(CN1CCC(NC(=O)c2ccccc2F)CC1)Nc1ccc2c(c1)OCCO2 | -9 | -9 | -4 | 0.7 | -13 | 5 | 0 | 3 | 16 | 11 | -0.4
O=C(CCCn1cnc([N+](=O)[O-])n1)Nc1cccc(O)c1 | 1 | 17 | 29 | 0.0 | 11 | 1 | -11 | 4 | -14 | 14 | 0.2
CCCS(=O)(=O)N1CCN(CC2CC3C=CC2C3)CC1 (stereo not given) | 9 | 0 | 11 | 0.8 | 5 | -2 | 5 | 22 | -6 | 5 | 0.0
CC1(C)CC(=O)C=C(c2ccc(-c3ccccc3)cc2)C1=O | -30 | -53 | -15 | 0.2 | · | · | -15 | -314 | -68 | -238 | 0.0
O=C(CN1c2cccc3cccc(c23)S1(=O)=O)N1CCN(c2ccccc2)CC1 | -9 | 3 | 4 | -0.3 | 10 | · | 0 | 6 | 3 | 2 | 0.2
CN(CCO)C(=O)c1nc[nH]c1C(=O)N(C)Cc1ccccc1 | -18 | 1 | -19 | 2.3 | · | · | 5 | -2 | -3 | 9 | -0.4
Cc1ccc(NC(=O)c2sc(Cl)nc2-c2ccccc2)cc1C | -3 | -18 | -10 | -1.7 | 2 | -1 | 5 | -71 | -6 | -56 | 0.1
CC(C)c1cc(Br)ccc1OCCN1C(=O)NC(C)(C)C1=O | 5 | -8 | -3 | -0.3 | -1 | -2 | -4 | 23 | 16 | 22 | 0.0
CCC(=O)N1CCCC1(C)C(=O)NCc1ccc(SC)cc1 (stereo not given) | 1 | 13 | 9 | -1.9 | · | · | -2 | 0 | -5 | 8 | 0.0
Cc1ccc2nc(NC(=O)CN(C)S(=O)(=O)c3ccc(Br)s3)sc2c1 | 26 | -29 | 8 | 1.0 | -19 | 2 | 4 | -19 | 8 | -52 | -0.1
COc1cccc(C(=O)NCCS(=O)(=O)NC2CCCC2)c1 | -4 | -6 | -10 | -0.4 | 5 | -2 | 8 | 8 | -19 | 20 | 0.0
CCN(C(=O)COC(=O)c1c(C)nn(-c2ccccc2)c1Cl)c1c(N)n(Cc2ccccc2)c(=O)[nH]c1=O | 0 | 6 | -6 | -0.3 | 1 | · | 20 | -3 | 9 | 20 | -0.2
CC(=O)NC(CC(=O)Nc1ccc2c(c1)OCCO2)c1ccccc1 (stereo not given) | -1 | -35 | -10 | -0.4 | -18 | -1 | 5 | -99 | -54 | -116 | 0.0
O=C(NCCCc1ccccc1)c1ccc(-n2cncn2)c([N+](=O)[O-])c1 | -11 | 5 | -13 | -0.6 | 3 | 2 | -18 | -3 | -4 | -12 | 0.1
COc1ccccc1NC(=O)c1nn(C)c(C(=O)Nc2ccccc2OC)c1[N+](=O)[O-] | 4 | -44 | 6 | -0.4 | -9 | -2 | -10 | -1 | 5 | 9 | 0.0
Cc1ccc(NC(=O)CN2C(=O)NC(Cc3ccccc3)C2=O)c(Br)c1 (stereo not given) | 8 | 13 | 2 | 3.6 | 1 | 0 | 8 | 4 | -17 | 15 | 0.2
CCSc1ccccc1C(=O)NCc1ccc2c(c1)OCO2 | -1 | 3 | -11 | 0.2 | 0 | 1 | 6 | 6 | 11 | 9 | -0.1
CC1N(C)c2cc(NC(=O)c3ccco3)c(P(=O)(Nc3ccc([N+](=O)[O-])cc3)N3CCOCC3)cc2C1(C)C (stereo not given) | 3 | -30 | -9 | -1.7 | -1 | 2 | -3 | 3 | 9 | 1 | -0.5
Cc1nn(-c2ccccc2)c2sc(C(=O)NCCN3CCOCC3)cc12 | -7 | 14 | 7 | -2.5 | 1 | 6 | 10 | 13 | 2 | -4 | 0.0

Exported with two lines to a compound: part of the list above.
Values run as follows: TWEAK-Fn14 inh	NR2E3 ag-1	CF NFkB inh	hiPSC survival	TRPM1 prom inh	NR2E3 ag-2	KKLEB cytotox	Peg3 promoter	Shn3 3UTR inh	HIF-2a block	aDG glyco up
Cc1ccc(NC(=O)c2sc(Cl)nc2-c2ccccc2)cc1C
→ -3	-18	-10	-1.7	2	-1	5	-71	-6	-56	0.1
COc1ccccc1NC(=O)c1nn(C)c(C(=O)Nc2ccccc2OC)c1[N+](=O)[O-]
→ 4	-44	6	-0.4	-9	-2	-10	-1	5	9	0.0
CC(C)c1cc(Br)ccc1OCCN1C(=O)NC(C)(C)C1=O
→ 5	-8	-3	-0.3	-1	-2	-4	23	16	22	0.0
O=C(NCCCc1ccccc1)c1ccc(-n2cncn2)c([N+](=O)[O-])c1
→ -11	5	-13	-0.6	3	2	-18	-3	-4	-12	0.1
CCSc1ccccc1C(=O)NCc1ccc2c(c1)OCO2
→ -1	3	-11	0.2	0	1	6	6	11	9	-0.1

Screening data from PubChem BioAssay.
